West Nile antiviral = West Nile virus antiviral activity, cell-based, CPE readout (AID 1621). West Nile virus-infected cells, CPE inhibition; higher % means a stronger effect. CPE inhibition, % at 10 µM, or IC50 in µM where a hit was titrated. 290,000 compounds, 0.02% hits; in the data active = a potency from the dose series; also: strong numbers were not always called active
KOR beta-arrestin-1 = kappa opioid receptor blockers – cell-based, luminescence, uHTS (AID 1778) | KOR beta-arrestin recruitment, luminescence, antagonist mode; higher % means a stronger effect | one-dose inhibition, % at 10 µM; IC50 in µM for titrated hits | 290,000 compounds, 0.091% hits; in the data active = inhibition above about 50%; also: strong numbers were not always called active
GPR55 LPI antagonism = GPR55 antagonists blocking LPI-driven arrestin recruitment, primary screen, imaging, U2OS, beta-arrestin-GFP, LPI agonist (AID 2013) | 290,000 compounds, 0.13% hits | inhibition, % at 10 µM; hits with a dose series show IC50 in µM | U2OS GPR55 beta-arrestin-GFP translocation imaging, LPI antagonism; higher % means a stronger effect;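 active = spots per cell inhibited over 60%, with over 100 cells counted and total cytoplasm intensity under 500,000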;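 also: U2OS cells stably carrying GPR55 and arrestin-GFP stimulated by 5 µM LPI near EC80; imaged beta-arrestin-GFP aggregate spots per cell after agonist stimulation; plate controls were LPI-stimulated DMSO wells for no effect and DMSO wells without LPI for full effect; some results filed as inactive read as strong as hits; confirmed hits need IC50 under 10 µM and bright autofluorescent wells are also inconclusive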
GPR35 arrestin U2OS = inhibition of zaprinast-stimulated GPR35 beta-arrestin translocation – imaging, U2OS, beta-arrestin-GFP, zaprinast agonist, primary screen (AID 2058); U2OS GPR35 beta-arrestin-GFP translocation imaging, zaprinast antagonism; higher % means a stronger effect; inhibition, % at 10 µM; hits with a dose series show IC50 in µM; 290,000 compounds, 0.052% hits;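 active = inhibition of at least 50% with at least 30 cells and total cytoplasm GFP at most 10,000,000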
GPR55 activation = selective activators of receptor GPR55 – imaging, U2OS cells, beta-arrestin-GFP redistribution, primary screen (AID 1961). U2OS GPR55 beta-arrestin-GFP redistribution imaging; higher % means a stronger effect. activation, % at 10 µM, or EC50 in µM where a hit was titrated. 290,000 compounds, 0.048% hits;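 active = activation above 40% with more than 50 cells counted in the well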;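 also: U2OS osteosarcoma cells stably expressing GPR55 and beta-arrestin-GFP; plate controls were DMSO negative control for no effect and LPI positive control for full effect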
PhoP inhibition = inhibitors of PhoP regulon expression, primary screen, Salmonella Typhimurium, GFP reporter (AID 1863). 300,000 compounds, 0.16% hits. inhibition, % at 50 µM; hits with a dose series show IC50 in µM. S. Typhimurium PhoP-regulated promoter GFP reporter, 4 h; higher % means a stronger effect;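 active = inhibition over 29.93%, a cutoff 3 SD above the screen mean, later confirmed by dose response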;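 also: 0% = low Mg2+ inducing control and 100% = high Mg2+ repressing control; strong numbers were not always called active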
KOR beta-arrestin-2 = kappa opioid receptor activators – cell-based, luminescence, uHTS, primary screen (AID 1777); KOR beta-arrestin recruitment, luminescence; higher % means a stronger effect; one-dose activation, % at 10 µM; EC50 in µM for titrated hits; 280,000 compounds, 0.02% hits; in the data active = activation above about 50%, passing the limit was not always enough; also: a part of the inactive calls stands beside numbers as strong as those of hits
NTR1 agonist = NTR1-driven beta-arrestin-GFP spot formation – imaging, U2OS cells, high content, primary screen (AID 493036); 330,000 compounds, 0.17% hits; P30989; activation, % at 20 µM; agonist mode;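 active = activation at or above 40% of the spot to cytoplasm intensity ratio, with at least 20 cells analyzed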;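 also: 0% = DMSO without peptide and 100% = 100 nM NTR1 peptide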
Target sequence (P30989 whole entry, looked up): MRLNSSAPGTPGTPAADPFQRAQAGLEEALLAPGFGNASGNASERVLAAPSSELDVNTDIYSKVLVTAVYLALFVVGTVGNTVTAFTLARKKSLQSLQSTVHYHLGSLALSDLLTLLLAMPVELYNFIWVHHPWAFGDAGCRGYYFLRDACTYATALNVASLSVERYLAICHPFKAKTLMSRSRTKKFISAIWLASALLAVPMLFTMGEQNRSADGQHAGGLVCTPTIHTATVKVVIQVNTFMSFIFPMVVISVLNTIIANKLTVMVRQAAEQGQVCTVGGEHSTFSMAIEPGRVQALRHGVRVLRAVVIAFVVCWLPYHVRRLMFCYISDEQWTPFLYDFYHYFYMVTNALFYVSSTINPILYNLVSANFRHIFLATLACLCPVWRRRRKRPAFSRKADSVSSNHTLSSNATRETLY
T cell HTS = T cell immune modulators affecting CD8 T cell-vesicle binding. 2C CD8+ T cell-vesicle binding, flow cytometry; active compounds read low. calls only at 7 µM. 330,000 compounds, 0.068% hits. AID 2052;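 active = response, share of CD8 T cells binding vesicles, and their 90th percentile fluorescence all below set limits, cut at about 80% in these data, passing the limit was not always enough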
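Assay system: 2C TCR transgenic mouse naive CD8+ T cells, MACS-purified | Read-out: CD8+ gate FL2 mean fluorescence as % of same-row positive control | Signal: High-throughput flow cytometry with anti-B7-1 and anti-CD8 staining | Timing: Binding step 1.5 h, 37 °C, antibody labelling 20 min, ice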
T cell HTS vesicle-bound % = further read-out of T cell HTS, marked with its call; double positive events, %; measured here: CD8+ vesicle-bound cell fraction;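 binding gate set so that unloaded-vesicle control wells show 10% double positive cells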
NTR1 agonist cell count 20 µM = recorded beside NTR1 agonist, whose call it bears; cell count; measured here: cell count, cytotoxicity flag
* marks the source's active call; other numbers are inactive results; i = inactive; . = no result given; [ ] = another dose, or the depositor's remark. No enrichment for hits. About 0.62% of those tested had a hit in this group.

SMILES	West Nile antiviral	KOR beta-arrestin-1	GPR55 LPI antagonism	GPR35 arrestin U2OS	GPR55 activation	PhoP inhibition	KOR beta-arrestin-2	NTR1 agonist	NTR1 agonist cell count 20 µM	T cell HTS	T cell HTS vesicle-bound %
COC(=O)c1ccc(C2C(C(C)=O)=C(O)C(=O)N2CCO)cc1 (stereo unspecified)	0.7%	22.4%	11.5%	7.0%	0.3%	11.6%	-1.9%	1.3	42	i	24.4
COC(=O)CC(=O)N1CCN(c2ccc(Cl)c(Cl)c2)CC1	-0.8%	-21.3%	-4.8%	-3.4%	0.4%	4.3%	-0.7%	2.7	57	i	37.0
O=C(CSc1nnnn1-c1cccc2ccccc12)Nc1ccc(C(=O)O)cc1	0.0%	-25.1%[20 µM]	6.1%	-12.2%	0.3%	-3.8%	-3.6%	0.4	55	i	61.4
Cc1ccc2nc(-c3sc4nc(C)ccc4c3N)[nH]c2c1	-0.2%	16.5%	-1.9%	9.2%	-0.4%	-8.3%	11.4%	0.5	67	i	25.9
CCOC(=O)C1=C(C)NC(=S)NC1/C=C/c1ccccc1 (stereo unspecified)	-1.9%	14.3%	0.3%	-5.1%	0.1%	10.5%	-2.8%	0.5	50	i	26.2
O=C(O)COc1ccc(S(=O)(=O)NCCc2ccccc2)cc1	0.2%	-30.3%	3.6%	-0.8%	1.1%	-0.3%	0.0%	-1.6	56	i	31.6
C/C(CC(=O)c1ccccc1)=N\NC(=O)CC#N	0.3%	-1.8%	4.4%	-5.2%	-0.2%	-3.5%	-3.6%	-0.7	34	i	4.8
O=c1c2c([nH]c3ccccc13)CCCCCC2	-0.5%	32.2%	4.0%	-5.6%	-0.1%	9.4%	1.0%	5.5	67	i	25.4
CC(=O)[C@@H]1[C@@H]2C(=O)N(C3CCCCC3)C(=O)[C@@H]2C2c3ccccc3C=CN21 (stereo partly specified)	-0.1%	-37.6%	9.7%	-5.5%	0.0%	2.8%	3.8%	0.2	85	i	50.3
O=C(c1ccc(Cl)c(S(=O)(=O)N2CCOCC2)c1)N1CCCCCC1	-0.8%	-10.9%	-3.2%	-3.0%	0.3%	0.8%	0.0%	-1.2	54	i	36.7
CC1(C)Cc2ccccc2C(=NC(Cc2ccccc2)C(=O)O)N1 (stereo unspecified)	-0.5%	4.6%[20 µM]	-11.4%	-8.5%	-0.2%	0.6%	-3.9%	-0.8	57	i	4.8
COc1ccc(OCC(=O)Nc2ccccc2-c2ccccc2)cc1	-1.1%	-54.9%[20 µM]	-12.5%	26.5%	0.0%	11.8%	.	8.7	84	i	54.1
CCC1c2ccc(C)n2CCN1C(=O)Nc1cc(Cl)ccc1OC (stereo unspecified)	0.3%	-40.3%	13.9%	7.7%	-0.4%	-14.6%	-3.6%	-1.5	39	i	25.8
CCOC(=O)C1(CC2CCCCO2)CCN(Cc2nccn2-c2ccc(OC)cc2)CC1 (stereo unspecified)	-0.8%	-7.2%	1.3%	-7.0%	0.2%	-5.9%	2.9%	0.6	53	i	39.3
CCN(CC)S(=O)(=O)c1cc(OC)c(Cl)cc1OC	-0.8%	8.9%	-3.6%	-11.7%	-0.2%	-13.0%	-4.2%	0.9	43	i	28.2
CCC(C)NC(=O)c1ccccc1NC(=O)c1ccc(CSc2ccc(C)cc2)cc1 (stereo unspecified)	0.5%	0.6%	1.9%	-6.2%	0.2%	9.8%	-1.4%	9.3	76	i	8.8
COC(=O)C1=C(C)NC2=C(C(=O)CC(C)(C)C2)C1c1cn(Cc2ccc(Br)cc2)nc1-c1ccccc1 (stereo unspecified)	0.8%	24.5%	14.7%	3.9%	-0.1%	-2.8%	-4.6%	-2.0	40	i	15.4
O=C(Nc1nnc(-c2ccccc2)s1)c1ccccc1O	-1.5%	-27.0%	-10.1%	-9.5%	0.2%	.	-3.4%	5.7	93	i	47.8
NC(=O)C1CCN(CC(O)CSc2ccc(F)cc2)CC1 (stereo unspecified)	-0.2%	21.1%	1.7%	-2.6%	-0.1%	1.9%	14.8%	-1.8	93	i	27.1
CS(=O)(=O)N(CC(=O)N1CCN(Cc2ccc3c(c2)OCO3)CC1)Cc1ccc(Cl)cc1	-1.3%	-63.0%	-14.2%	-5.4%	-0.2%	6.1%	1.7%	2.1	70	i	10.5
Cn1c(=O)c2c(nc(CN3CCN(C(=O)c4ccco4)CC3)n2Cc2ccccc2F)n(C)c1=O	-0.4%	-0.3%	12.2%	3.3%	0.3%	0.2%	4.3%	2.6	91	i	40.8
CCC(Oc1ccccc1)C(=O)Nc1ccccc1C(=O)N1CCN(C)CC1 (stereo unspecified)	0.2%	8.5%	25.1%	-4.9%	0.0%	-4.8%	-2.8%	-0.3	64	i	32.8
COc1ccc(-c2[nH]ncc2CNCCn2cccn2)c(F)c1	0.1%	-33.4%	-16.3%	-7.1%	-0.2%	-10.2%	3.9%	-0.4	57	i	21.2
Nc1ccc(N2CCN(c3ccc(Cl)c(Cl)c3)CC2)cc1	-1.9%	-13.9%	-5.2%	-9.0%	-0.3%	0.5%	0.0%	4.9	68	i	13.0
O=C(O)/C=C\C(=O)Nc1ccccc1C(=O)N1CCN(c2ccc(Cl)cc2)CC1	0.2%	-11.4%	-7.8%	-5.4%	0.1%	-1.3%	-4.9%	3.5	36	i	20.2
Cc1nc2ccc3[nH]snc3c2n1	-0.4%	-2.2%	-4.5%	-7.6%	-0.2%	1.4%	-3.8%	-3.0	98	i	33.1
CCc1ccc(N(C(=O)C(F)(F)F)C(C(=O)NC2CCCCC2)c2ccncc2)cc1 (stereo unspecified)	0.2%	29.7%	3.4%	-1.1%	-0.4%	-5.1%	-1.6%	-0.1	46	i	22.3
CCOc1ccc(NC(=O)COC(=O)COc2cccc3c2OC(C)(C)C3)cc1	-0.6%	-10.0%	13.5%	-8.6%	0.0%	6.8%	4.6%	-0.8	52	i	80.0
Cc1cc(C#Cc2c(-c3ccccc3)n(C)c3ccccc23)ccc1F	0.0%	-22.8%[20 µM]	0.0%	-10.0%	-0.3%	9.1%	-0.6%	-4.5	99	i	15.0
CCOc1ccc(CCNC(=O)c2cccc(NC3=NC4CS(=O)(=O)CC4S3)c2)cc1OCC (stereo unspecified)	-0.2%	33.3%[20 µM]	-1.7%	8.2%	-0.2%	.	-3.7%	-1.0	58	i	29.1
O=C(N[C@@H](Cc1ccccc1)C(=O)OCc1ccccc1)c1nc[nH]c1C(=O)NCc1ccccc1	0.0%	0.8%	16.3%	-13.9%	0.1%	-0.3%	-2.0%	28.0	73	i	17.0
N#CCSc1nc2c(c(C3CC=CCC3)c1C#N)CCC2 (stereo unspecified)	-0.6%	3.6%	31.8%	-9.2%	0.8%	-1.0%	-6.0%	34.7	77	i	56.5
CCC(=O)Nc1ccccc1C(=O)C(=O)Nc1ccccc1	-0.3%	-10.1%	5.5%	5.3%	-0.3%	7.9%	0.7%	1.2	74	i	39.8
CC(C)(C)c1ccc(C(=O)N/C(=C\c2ccco2)C(=O)Nc2ccccc2C(=O)O)cc1	0.4%	-5.6%	8.3%	16.2%	-0.4%	5.3%	-1.8%	-0.6	35	i	25.7
O=C(NCc1ccccc1)c1ccc(Cl)cc1	0.3%	4.9%	-0.5%	18.2%	-0.1%	1.5%	-1.9%	-1.1	59	i	12.7
COc1ccccc1CNC(=O)C1CCN(Cc2nc(-c3cccc(Cl)c3)oc2C)CC1	-1.5%	3.1%	-7.8%	-10.4%	-0.1%	2.5%	-1.0%	5.0	87	i	12.5
Cc1ccc(C(=O)c2nc3c(n2O)CCCC3)cc1	-0.1%	-4.8%	7.9%	14.4%	-0.1%	-4.4%	1.0%	-0.2	46	i	47.0
CCOc1ccc(C2N(c3ccc(F)cc3)C(=O)C3CCCN32)cc1 (stereo unspecified)	-0.2%	15.3%	-5.6%	15.9%	-0.2%	2.6%	-1.6%	6.9	63	i	51.8
COc1cc(SC)ccc1C(=O)N1CCN(c2ccc(O)cc2)CC1	-1.1%	-25.3%	3.7%	5.5%	0.2%	1.1%	-2.1%	0.3	36	i	43.1
CCN(CC)S(=O)(=O)c1ccc(-n2c(=O)c(C(C)C)c(C)n2C)cc1	-0.2%	14.2%[20 µM]	13.2%	-1.3%	0.2%	-8.4%	.	0.7	36	i	50.0
CC(C)NC(=O)/C(=C\c1cccc([N+](=O)[O-])c1)NC(=O)c1ccccc1	-0.4%	-39.5%	-0.8%	-4.6%	-0.1%	-11.1%	15.0%	1.1	54	i	11.4
O=C(CCSc1ccccc1)NCCSCc1ccco1	-0.5%	-42.1%	2.0%	-10.5%	1.9%	-4.7%	-0.6%	-1.1	51	i	47.6
COc1cccc(/C=N/n2c(-c3ccco3)nc3ccccc3c2=O)c1OC	0.5%	-37.0%	-9.2%	-9.5%	0.1%	6.1%	46.6%	4.6	57	i	41.9
COC(=O)c1ccc2c(=O)[nH]c(CCl)nc2c1	0.0%	-2.4%	10.8%	-3.4%	0.2%	-0.5%	1.4%	0.0	97	i	57.3
Cn1cc(P(=S)(N2CCOCC2)N2CCOCC2)cc1P(=S)(N1CCOCC1)N1CCOCC1	-0.2%	-0.2%	-12.9%	-0.8%	0.6%	-11.7%	2.2%	-0.9	44	i	13.2
O=C(Nc1ccc(N2CCOCC2)cc1N1CCOCC1)c1ncoc1-c1cccc(F)c1	-0.6%	5.2%	9.7%	-18.6%	0.5%	-4.0%	2.6%	1.0	38	i	17.5
Cc1ccc(C)c(N2CCN(S(=O)(=O)c3cc4c(cc3Cl)NC(=O)CO4)CC2)c1	1.1%	-20.2%[20 µM]	3.6%	-1.4%	-0.1%	.	-0.1%	6.3	58	i	23.4
O=C(CSC1=Nc2ccccc2C2CC=NN12)Nc1ccc(F)cc1Cl (stereo unspecified)	.	23.3%	10.9%	15.7%	-0.3%	6.9%	-5.7%	12.1	38	i	34.6

Bioassay records from PubChem.
